Screening results (PubChem)
OX1R antag: antagonists of human orexin 1 receptor; O43613; AID 434989; CHO/OX1R cells, Fluo-8 calcium fluorescence, orexin A; inhibition, % at 5 µM; 330,000 compounds, 0.43% hits;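 active = inhibition above its plate's threshold, mean inhibition of all tested compounds on the plate plus 3 SD, cut at about 37% in these data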;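 note: 0% = orexin A challenge wells and 100% = SB-334867-A antagonist wells; not every result past the cut was called active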
Target sequence (O43613 whole entry, looked up): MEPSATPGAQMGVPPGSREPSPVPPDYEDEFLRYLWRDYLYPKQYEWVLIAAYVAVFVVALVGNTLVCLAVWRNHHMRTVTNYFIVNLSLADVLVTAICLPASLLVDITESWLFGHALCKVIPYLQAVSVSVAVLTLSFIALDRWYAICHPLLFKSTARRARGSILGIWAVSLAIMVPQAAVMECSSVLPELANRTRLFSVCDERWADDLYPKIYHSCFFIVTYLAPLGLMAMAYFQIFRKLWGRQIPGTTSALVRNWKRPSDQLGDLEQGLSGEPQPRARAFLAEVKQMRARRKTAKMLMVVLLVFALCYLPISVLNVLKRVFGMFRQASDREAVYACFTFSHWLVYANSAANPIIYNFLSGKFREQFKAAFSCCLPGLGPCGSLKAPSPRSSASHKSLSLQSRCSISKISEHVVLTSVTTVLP
CHT allo act: allosteric activators of human choline transporter CHT; Q9GZV3; CHT-expressing cells, membrane potential dye, choline EC20; active compounds read high; LV-AA mutant CHT in HEK293 cells; B-score at 10 µM; 310,000 compounds, 0.49% hits; AID 488977;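 active = initial fluorescence not abnormally high and integrated response B-score, plate-corrected, over 3 SD above library mean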
Target sequence (Q9GZV3 whole entry, looked up): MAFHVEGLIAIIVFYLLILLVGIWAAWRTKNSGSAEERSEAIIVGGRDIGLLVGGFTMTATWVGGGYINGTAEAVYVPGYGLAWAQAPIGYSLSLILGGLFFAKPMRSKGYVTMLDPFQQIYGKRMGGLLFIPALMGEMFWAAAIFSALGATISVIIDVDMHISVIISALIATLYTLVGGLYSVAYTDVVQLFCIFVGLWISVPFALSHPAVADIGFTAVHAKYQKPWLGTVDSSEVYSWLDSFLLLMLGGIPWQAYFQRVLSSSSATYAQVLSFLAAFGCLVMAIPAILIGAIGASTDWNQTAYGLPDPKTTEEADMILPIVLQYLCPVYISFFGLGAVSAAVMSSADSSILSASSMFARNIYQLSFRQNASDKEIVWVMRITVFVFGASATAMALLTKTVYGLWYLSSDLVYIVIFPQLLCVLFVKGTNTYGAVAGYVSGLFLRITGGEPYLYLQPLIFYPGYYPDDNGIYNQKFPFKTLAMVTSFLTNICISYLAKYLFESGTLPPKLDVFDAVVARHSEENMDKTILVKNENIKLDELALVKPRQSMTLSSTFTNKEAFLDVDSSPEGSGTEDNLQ
* hit, by the source's call; i = inactive; . = no result given.

SMILES	CHT allo act	OX1R antag
O=C(O)c1ccc(Cn2cnc3sc4c(c3c2=O)CCCC4)cc1	i	-16.1
CO/N=C/C(C#N)=C/c1cc(C(=O)c2ccccc2)cn1C	i	-15.9
CCc1cccc2c(C(=O)C(F)(F)F)cn(CC(=O)N3CCOCC3)c12	i	-14.2
CC(C)C(=O)NC(NC(=S)Nc1cccc2cccnc12)C(Cl)(Cl)Cl (stereo not drawn)	i	-31.6
CN(C)c1ccc(C(=O)OCC(=O)Nc2ccc(S(N)(=O)=O)cc2)cc1	i	6.9
O=C(OCC(=O)N1CCN(C(=O)c2ccco2)CC1)c1ccc(Cl)c(Cl)c1	.	-14.1
S=C(Nc1ccccc1)c1nc2ccccc2s1	i	-8.2
N#Cc1ccc(-c2ccc(Cl)cc2)nc1Oc1ccc(F)cc1	i	-14.6
Cc1ccc(OC(C)c2nnc(N)s2)cc1Cl (stereo not drawn)	i	-8.3
O=C(CN1CCN(c2ccccc2F)CC1)NC(=O)NCc1ccco1	i	-27.8
COc1ccc(-c2noc(N3CCC(C(=O)N(C)c4ccccc4C)CC3)n2)cc1	i	-21.0
COc1ccc(/C=C/C(=O)OCC(=O)N2CC(=O)Nc3ccccc32)cc1S(=O)(=O)N1CCOCC1	i	11.7
Cc1ccn2c(CNCCn3cccn3)c(C(=O)N3CCCCCC3)nc2c1	i	-3.7
CC(Oc1ccc(-c2nnco2)cc1)C(=O)N1CCOCC1 (stereo not drawn)	i	2.3
Cc1ccc(OCCCC(=O)Nc2ccc(S(=O)(=O)Nc3cc(C)on3)cc2)cc1	i	-2.7
O=C(CSc1nnc(-c2ccc(Cl)cc2Cl)n1C1CCCCC1)NC1CCS(=O)(=O)C1 (stereo not drawn)	i	-14.6
CC1(C(=O)NCCc2c[nH]c3ccccc23)C=CCN1C(=O)c1ccccc1 (stereo not drawn)	i	-7.8
CCOC(=O)N1CCC(NC(=O)c2ccc(NC(=O)C3CCCO3)cc2)CC1 (stereo not drawn)	i	-7.5
C[C@H](NC(=O)c1nc[nH]c1C(=O)NC1CCNCC1)C(=O)OCc1ccccc1	.	0.0
O=C(/C=C/c1cccc(Br)c1)NCC1CCCCC1	i	-16.9
O=C(Nc1cccc(C(F)(F)F)c1)c1cncs1	i	-11.4
COCCNC(=O)CCn1nc(-c2ccc(Cl)cc2)ccc1=O	i	-10.1
O=C(Nc1ccc(OC(=O)c2ccncc2)cc1)c1ccncc1	i	-3.6
CC1SCCN1S(=O)(=O)c1ccc2ccccc2c1 (stereo not drawn)	i	-28.9
COc1ccc(/C=N/NC(=O)c2cccc([N+](=O)[O-])c2)cc1O	i	-29.1
O=C(CSc1nnc2ccccn12)NC(=O)Cc1ccccc1	i	-5.2
COc1ccc(/C=C/C(=O)OCC(=O)NC2CCCC2)cc1OC	.	-2.3
CCOC(=O)CNC(=O)Cn1cnc2ccc(S(=O)(=O)N3CCC(C)CC3)cc2c1=O	i	-21.7
CCN(CC)CCCNc1nc(-c2ccccc2)nc2ccccc12	i	-14.8
CCN(CC)c1ccc2c(c1)OC(N)=C(C#N)C2c1cccnc1 (stereo not drawn)	i	28.6
C[C@H](NC(=O)C1CCC(CNC(=O)[C@@H]2CCCN2C(=O)OC(C)(C)C)CC1)C(=O)O (stereo partly drawn)	i	.
Cc1cccc(NC(=O)NNC(=O)c2ccc3ccccc3c2)c1	i	.
CN(CCC1CCCCO1)C(=O)CCc1nnc(CCCCc2ccccc2)o1 (stereo not drawn)	i	-27.6
CCN(C[C@H]1N[C@@](CC)(C(=O)OC)[C@H]2C(=O)N(C)C(=O)[C@@H]12)S(=O)(=O)c1ccccc1	.	18.5
C=CCn1c(SCC(=O)O)nnc1-c1cccc(Cl)c1	6.65*	-10.8
COc1ccc(CC(=O)N(c2ccccc2)c2nc(C)cs2)cc1	i	-9.9
CCN(CC)c1ccc(S(=O)(=O)N2CCOCC2)cc1NC(=O)CN1CCN(Cc2ccccc2)CC1	i	-40.5
O=C(CSc1ccccn1)C12CC3CC(CC(C3)C1)C2	i	-39.2
CCOC(=O)Cn1ncn(-c2ccc(OC(F)(F)F)cc2)c1=O	i	-0.1
Cc1ccc2nc(SCc3nc4ccccc4c(=O)[nH]3)[nH]c2c1	i	-24.9
COc1ccc(C(=O)Nn2c(SCC(=O)NC3CCCC3)nc3ccccc3c2=O)cc1	i	-24.0
CCOc1ccccc1NC(=O)C(c1ccccc1)N1CCN(C(=O)c2ccco2)CC1 (stereo not drawn)	.	-16.8
CN(Cc1ccon1)C(=O)CC1C(=O)NCCN1Cc1ccc(Cl)c(F)c1 (stereo not drawn)	i	-21.3
CCOC(=O)c1c(C)[nH]c(C=Nc2ccc(OC)cc2)c1O	i	-5.2
Cc1ccnc(NC(=O)c2cc3c(=O)oc4ccc(C)cc4c3s2)c1	i	0.5
CC(Oc1ccc(C#N)cc1)C(=O)N1CC=C(c2ccccc2)CC1 (stereo not drawn)	.	9.8
Cc1cc(C(F)F)n2ncc(C(=O)N3CCc4ccccc4C3)c2n1	i	-18.5
COc1ccc(CNC(=O)COC(=O)c2ccc(F)c(S(=O)(=O)N3CCCCC3)c2)cc1OC	i	-25.7
O=c1c2ccccc2oc2ncccc12	i	2.5
Nc1cc(Cl)ccc1C(=O)OCC(=O)NC1CCCCCCC1	.	-5.8
COc1ccccc1-c1nc(S(=O)(=O)c2ccccc2)c(N2CCCCC2)o1	i	-13.8
Cc1ccc(NC(=O)c2nc[nH]c2C(=O)NCCCCCNC(=O)OC(C)(C)C)cc1	.	-41.2
COc1ccc(OC(C)C(=O)Nc2ccccc2F)cc1 (stereo not drawn)	i	-0.7
Cn1c(=O)c2ncn(CC(=O)O)c2n(C)c1=O	i	-5.2
COC(=O)c1ccc(/C=N/N2CCN(Cc3ccccc3)CC2)cc1	i	-15.1
N=c1ccn(Cc2ccc(Cl)c(Cl)c2)cc1	i	-5.2
COc1ccc(-c2nnc(SCC(=O)NCC3CCCO3)o2)cc1 (stereo not drawn)	i	-25.9
CCOc1ccccc1NC(=O)Cc1coc2cc(C)ccc12	i	-25.8
O=C(O)CCCCCN1C(=O)/C(=C\c2ccc(-c3ccc(Cl)cc3)o2)SC1=S	i	-10.7
Cc1cccc(/C=N/n2c(-c3ccncc3)n[nH]c2=S)c1	i	-8.0

A draw from above in order of formula weight, low to high.
SMILES	CHT allo act	OX1R antag
Cn1c(=O)c2ncn(CC(=O)O)c2n(C)c1=O	i	-5.2
COC(=O)c1ccc(/C=N/N2CCN(Cc3ccccc3)CC2)cc1	i	-15.1
COc1ccc(CNC(=O)COC(=O)c2ccc(F)c(S(=O)(=O)N3CCCCC3)c2)cc1OC	i	-25.7

Following part:
SMILES	CHT allo act	OX1R antag
S=C(NCC1CCCO1)NC12CC3CC(CC(C3)C1)C2 (stereo not drawn)	i	-2.4
O=S1(=O)CCC(NS(=O)(=O)c2cccc3cccnc23)C1 (stereo not drawn)	i	-7.0
CC(C)C1NCCc2c1sc1ccccc21 (stereo not drawn)	i	-21.9
CC/C(O)=C(/C#N)c1nnc2n1CCCCC2	i	9.5
CC(C)CCNC(=O)Cc1c(C(=O)O)[nH]c2ccc(Cl)cc12	i	-4.2
CCN(c1ccccc1)S(=O)(=O)c1ccc(Cl)c(NC(=O)CN2CCN(C)CC2)c1	.	-30.4
CC(C(=O)NCCC1=CCCCC1)c1ccc([N+](=O)[O-])cc1 (stereo not drawn)	i	-17.0
COc1ccc(NC(=O)c2cc(S(=O)(=O)N3CCc4ccccc43)cn2C)c(OC)c1	i	-12.7
CCC(C)NC(=O)CSc1nnc(-c2ccc(C(C)(C)C)cc2)n1C (stereo not drawn)	i	11.2
Cc1ccc(OCCCCN2CCCCC2)cc1	i	.
CCNc1nc(OCC)nc(N2CCC(Cc3ccccc3)CC2)n1	i	-16.6
O=C1c2ccccc2C(=O)N1CCOc1ccc(F)cc1	i	-16.8
CC(C)CCNC(=O)CSc1nnc(-c2ccc(S(=O)(=O)N3CCCC3)cc2)n1C	i	-14.0
c1coc(CSCc2cn3cccnc3n2)c1	i	8.5
COc1cccc(NC(=O)[C@H](Cc2c[nH]c3ccccc23)NC(=O)[C@@H]2Cc3ccccc3CN2)c1	i	-9.1
CC[N+]1(CC)CC2=Cc3c(ccc4ccccc34)CC2C1 (stereo not drawn)	i	1.4
CCC(=O)NNc1ncnc2c1cnn2-c1cccc(C)c1	i	-2.2
COc1ccc(CCNC(=O)CCc2nnc(Cc3ccc4c(c3)OCO4)o2)cc1	i	-18.5
COc1ccc(OCC(O)Cn2c(Nc3ccccc3)nc3c2c(=O)n(C)c(=O)n3C)cc1 (stereo not drawn)	i	-3.7
COc1ccccc1Nc1ccc(NC(=O)c2cccc([N+](=O)[O-])c2C)cc1	i	-2.7
CC1CCN(C(C(=O)Nc2ccc(C(C)C)cc2)c2ccc3c(c2)OCO3)CC1 (stereo not drawn)	i	-27.3
COc1cccc(C(=O)OCC(=O)c2[nH]c(C)c(C(C)=O)c2C)c1	.	11.0
CCN(CCO)Cc1csc2ccc(Br)cc12	i	-8.8
Cc1ccc(C(=O)C(C)OC(=O)c2n[nH]c(=O)c3ccccc23)cc1 (stereo not drawn)	i	-27.7
CCOCCCN1C(=O)CN(C2CCC(C)CC2)C(=O)C1c1ccc(C)cc1 (stereo not drawn)	i	-37.7
CCn1c(CNC(=O)c2ccc(OC)cc2)nnc1SC	i	-5.1
CCc1ccccc1NC(=O)N[C@@H](C)C(=O)OC	i	-9.8
C[C@@H]1CN(C2CCN(Cc3nc(CC4CC4)no3)CC2)C[C@H](C)O1	i	-17.9
CC(=O)c1cccc(NC(=O)CCN2C(=O)C3CC=CCC3C2=O)c1 (stereo not drawn)	.	4.7
COc1ccc(NC2=NC(C)(CO)CS2)cc1 (stereo not drawn)	i	-28.2
c1ccc(CN(Cc2ccccc2)c2ncnc3c2nnn3Cc2ccccc2)cc1	i	-3.9
CC(=O)C1=C(O)C(=O)N(c2ccc(Br)cc2)C1c1ccc(Br)cc1 (stereo not drawn)	i	-18.5
O=C(NC(=O)c1cccc(F)c1)OC[C@@H]1CCCN2CCCC[C@H]12	i	-12.3
COc1cccc(CC(=O)Nc2ccc3c(c2)OC2(CCCC2)O3)c1	.	-11.9
COc1ccc(NN=Nc2ccc([N+](=O)[O-])cc2)cc1	i	.
CCN1/C(=C/c2ccc3cc(C)ccc3[n+]2CC)Sc2ccccc21	i	86.4*
COc1ccc(-c2nc3ccccc3n2OC(C)C(=O)O)cc1 (stereo not drawn)	i	-9.3
O=C(NCC(=O)N(c1cccnc1)C(C(=O)NC1CCCCC1)c1ccccc1F)c1ccco1 (stereo not drawn)	i	-12.1
CCOC(=O)C1CCN(C(=O)c2ccccc2NC(C)=O)CC1	i	-8.3
CCc1ccc(CN2CCC(n3nccc3NC(=O)C3CCCC3)CC2)cc1	i	-25.9
O=C(CN1CCC(C(=O)c2ccc(Cl)cc2)CC1)Nc1ccc2c(c1)OCCO2	i	-24.3
CC(=NCCc1ccccc1)C1=C(O)C(c2ccccc2)OC1=O (stereo not drawn)	i	-21.9
COC(=O)c1ccc(NC(=O)CN2CCN(c3ccccn3)CC2)cc1	i	-9.2
CCCNS(=O)(=O)c1cc2c3c(c1)CCN3C(=O)CC2	i	1.4
CC(C)n1cc(NC(=O)COc2ccccc2Cl)cn1	i	-20.1
Cc1ccc2c(c1)CCCN2C(=O)C1CCCO1 (stereo not drawn)	i	-0.8
O=C(NC1CCCC1)c1cccc2c1C(=O)c1ccc(N3CCCCC3)cc1S2(=O)=O	.	-22.4
O=C(CCN1C(=O)C2C3C=CC(C3)C2C1=O)NC1CCCc2ccccc21 (stereo not drawn)	i	-10.0
COc1cc(C(=O)NCCCN2CCCC2=O)cc(Br)c1OCc1ccccc1	.	-28.9
CC(NC(=O)C(C)N1C(=O)c2ccccc2C1=O)c1ccccc1 (stereo not drawn)	i	-3.1
CCOc1ccc(C(=O)NCC(C)NC(=O)c2ccc(OCC)cc2)cc1 (stereo not drawn)	i	5.3
CCOC(=O)C1(Cc2cccc(OC)c2)CCCN(C(=O)CNC(C)=O)C1 (stereo not drawn)	i	-28.7
CN(CP(=O)(O)C(O)c1ccccc1)S(C)(=O)=O (stereo not drawn)	i	-1.2
COc1ccc(/C=N/NC(=O)CNC(=O)COc2ccccc2)cc1	i	-10.1
Cc1ccc(C(=O)CSc2nc3ccccc3c(=O)n2-c2ccccc2)s1	i	-20.3
O=C(N/N=C/c1ccc2c(c1)OCO2)c1ccccn1	i	8.3
O=C1C=C(c2cc(F)ccc2F)C[C@@H](c2ccc(F)cc2)C1	.	-23.5
CC1CCC/C(=N\NC(=O)Nc2ccccc2)C1 (stereo not drawn)	i	-7.6

Of the compounds above, these contain a furan ring, fused or not.
SMILES	CHT allo act	OX1R antag
O=C(OCC(=O)N1CCN(C(=O)c2ccco2)CC1)c1ccc(Cl)c(Cl)c1	.	-14.1
O=C(CN1CCN(c2ccccc2F)CC1)NC(=O)NCc1ccco1	i	-27.8
CCOc1ccccc1NC(=O)C(c1ccccc1)N1CCN(C(=O)c2ccco2)CC1 (stereo not drawn)	.	-16.8
CCOc1ccccc1NC(=O)Cc1coc2cc(C)ccc12	i	-25.8
O=C(O)CCCCCN1C(=O)/C(=C\c2ccc(-c3ccc(Cl)cc3)o2)SC1=S	i	-10.7
c1coc(CSCc2cn3cccnc3n2)c1	i	8.5
O=C(NCC(=O)N(c1cccnc1)C(C(=O)NC1CCCCC1)c1ccccc1F)c1ccco1 (stereo not drawn)	i	-12.1
